Bioassay records (PubChem BioAssay)
MBD2 inh – inhibitors of human MBD2 binding to methylated oligonucleotide; Q9UBB5; TR-FRET; inhibition, % at 4.4 µM; hit rate 0.31% among 370,000; AID 686964; in the data active means inhibition above about 13%
TCR-CD3 inh – inhibitors of human TCR-CD3 interaction; inhibition, % at 9.4 µM; TAMRA-labeled TCR probe fluorescence, biochemical; hit rate 0.37% among 360,000; in the data active means inhibition above about 19%;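 further: recombinant mutant TCR 2C K166C tagged with TAMRA read by polarization; 0% = receptor in buffer alone and 100% = receptor with positive control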
SIAE primary – blocks human sialic acid acetylesterase; SIAE FP-Rh probe binding, fluorescence polarization; AID 1053197; inhibition, % at 9.66 µM; hit rate 0.69% among 370,000;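 active means inhibition above a cutoff: mean of compounds within the control limits plus 3 SD of those, cut at about 17% in these data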;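 further: 0% = plate median of compound wells and 100% = probe without SIAE protein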
HTRA1 inh – blocks human HTRA1 serine peptidase | Q92743 | recombinant HTRA1, FP-rhodamine activity-based probe, fluorescence polarization | inhibition, % at 5.96 µM | hit rate 0.5% among 340,000; in the data active means inhibition above about 36%;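 further: 0% = enzyme with DMSO and 100% = wells lacking enzyme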
NPR1 activator – GC-A (human) enzyme activation; HEK293 GC-A cells, cGMP TR-FRET, EC30 ANP; 0% at EC30 ANP, 100% saturating ANP; activation, % at 10 µM; hit rate 0.14% among 370,000; AID 1671463; in the data active means activation above about 40%
NPR2 activator – GC-B (human) receptor activation. HEK293-GC-B cells, CNP EC30, cGMP TR-FRET; 0% at EC30 CNP, 100% saturating CNP. activation, % at 10 µM. AID 1920062. hit rate 0.11% among 370,000;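 active means activation at 10 µM reaching about 35% in either raw or pattern-adjusted values, limit read from the data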
rCAG binder – binds r(CAG) RNA repeats; inhibition, % at 3 µM; r(CAG) RNA repeat, TO-PRO-1 dye displacement fluorescence; hit rate 1.3% among 370,000;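 active means inhibition above the plate cutoff, the mean of all test compounds on that plate plus 3 SD, cut at about 35% in these data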;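 further: 0% = DMSO alone and 100% = 100 µM mitoxantrone as full dye displacement; higher means more dye released from RNA so lower well fluorescence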
UHRF1 MBD2 ctr – blocks human UHRF1 binding to methylated DNA. Q96T88. UHRF1 binding to methylated oligo, TR-FRET. inhibition, % at 4.4 µM. hit rate 0.75% among 370,000. AID 687016; in the data active means inhibition above about 21%;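 further: UHRF1 SRA domain binding a hemimethylated CpG hairpin DNA probe; 0% = median of test compound wells and 100% = reference inhibitor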
Target sequence (Q96T88 whole entry, looked up, the tested form may be a part): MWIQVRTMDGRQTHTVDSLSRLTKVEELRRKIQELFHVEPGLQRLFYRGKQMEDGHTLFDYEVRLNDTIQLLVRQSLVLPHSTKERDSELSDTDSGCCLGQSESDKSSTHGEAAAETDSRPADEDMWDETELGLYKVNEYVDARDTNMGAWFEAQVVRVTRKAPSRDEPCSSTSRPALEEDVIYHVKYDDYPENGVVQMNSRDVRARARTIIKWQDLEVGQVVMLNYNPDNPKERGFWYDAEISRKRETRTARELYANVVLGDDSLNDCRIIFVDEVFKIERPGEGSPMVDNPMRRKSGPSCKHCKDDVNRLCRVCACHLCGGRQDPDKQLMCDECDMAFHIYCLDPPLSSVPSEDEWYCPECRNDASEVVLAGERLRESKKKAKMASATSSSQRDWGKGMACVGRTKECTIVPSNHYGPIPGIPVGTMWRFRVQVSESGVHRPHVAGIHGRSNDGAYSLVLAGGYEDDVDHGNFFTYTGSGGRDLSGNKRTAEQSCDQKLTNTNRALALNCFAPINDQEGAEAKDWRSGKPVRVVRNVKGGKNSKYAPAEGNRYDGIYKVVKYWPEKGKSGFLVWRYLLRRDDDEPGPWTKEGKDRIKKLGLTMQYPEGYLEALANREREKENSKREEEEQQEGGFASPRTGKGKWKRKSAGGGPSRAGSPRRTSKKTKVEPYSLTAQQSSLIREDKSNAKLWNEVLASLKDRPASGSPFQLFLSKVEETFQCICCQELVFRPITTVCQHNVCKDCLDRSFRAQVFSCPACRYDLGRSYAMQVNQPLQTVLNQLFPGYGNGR
mABHD4 FP – inhibits mouse alpha/beta hydrolase domain 4; purified mABHD4, FP-Rh probe fluorescence polarization; Q8VD66; inhibition, % at 8.92 µM; hit rate 0.54% among 370,000;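 active means inhibition exceeding the mean over every tested compound plus 3 SD, cut at about 30% in these data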;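 further: 0% = plate median of compound wells and 100% = S159A mutant with DMSO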
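assay system = mABHD4 protein | compound dosing = single nominal dose of 8.92 µM, 0.89% DMSO final | read-out basis = percent inhibition of probe binding, normalized to plate controls | schedule = Enzyme–compound pre-incubation 45 min, then probe 60 min, both 25 °C | detection = fluorescence polarization, excitation 525 nm, emission 598 nm, BODIPY TMR filters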
PRMT1 FP inh – blocks human protein arginine methyltransferase 1; recombinant PRMT1, activity-based probe fluorescence polarization; AID 652257; inhibition, % at 2.79 µM; hit rate 1.3% among 370,000; Q99873;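 active means inhibition above about 21% made by adding two undisclosed values, limit read from the data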
Starred values were filed as active, the others as inactive; / = not tested or not shown; & = joins results of further samples. A portion of the library; rates above refer to the full screens.

SMILES | MBD2 inh | TCR-CD3 inh | SIAE primary | HTRA1 inh | NPR1 activator | NPR2 activator | rCAG binder | UHRF1 MBD2 ctr | mABHD4 FP | PRMT1 FP inh
Cc1ccccc1NC(=O)CCC(=O)N/N=C/c1c[nH]c2ccccc12 | 1 | -4 | 1 | 3 | -2 | 7 | 4 | 2 | 4 | 2
Cc1cccc(OCC(=O)N(Cc2cccs2)C2CCS(=O)(=O)C2)c1 (stereo unspecified) | 4 | -5 | 2 | 8 | 0 | -6 | -5 | -3 | 2 | 2
COCCCNc1nc2c(c(=O)n(Cc3ccc(OC)cc3)c(=O)n2C)n1C | -1 | -3 | 3 | -5 | 1 | 10 | 1 | 4 | -3 | 2
C[C@H](NC(=O)[C@@H]1CCCN1C(=O)OC(C)(C)C)c1ccccc1 | 2 | 4 | 0 | / | -4 | 4 | 0 | 0 | 9 | -3
COc1ccc([C@H]2C[C@@H](O)[C@H](n3cc(C4CC4)nn3)CN2C(=O)C2CCCCC2)cc1 | 5 | 6 | 7 | 6 | -12 | -14 | 1 | -2 | -5 | -8
O=C(N/N=C/c1ccccc1)c1cc(=O)[nH]c2ccccc12 | 0 | 8 | -9 | 3 | -3 | -2 | 2 | -2 | 3 | 0
COC(=O)C1CN(Cc2ccc(OC)cc2)CCS(=O)(=O)N1Cc1ccc(C)cc1 (stereo unspecified) | 3 | / | 2 | / | -4 | -3 | 3 | 0 | 0 | 3
O=c1[nH]c(SCc2ccc(OC(F)(F)F)cc2)nc2c1CCC2 | 1 | 4 | -1 | / | 0 | 4 | 1 | -1 | 0 | 3
CCN1CCN(Cc2ccc(NC(=O)c3ccc(C)c(NC(=O)C[C@@H]4NC(=O)[C@H](Cc5ccccc5)NC4=O)c3)cc2C(F)(F)F)CC1 | 7&2 | -1&-3 | -1&1 | 0&-2 | 3&-2 | 6&7 | 0&-3 | 2&5 | -3&1 | 5&3
CCOC(=O)C1(CC2CCCCO2)CCN(Cc2nc3ccccc3nc2C)CC1 (stereo unspecified) | 2 | 0 | -3 | / | 4 | 2 | -6 | 3 | -4 | 2
CCN(CC)S(=O)(=O)c1ccc(C(=O)NCCOC(=O)c2ccc(F)cc2F)cc1 | -1 | 1 | -12 | -1 | 0 | 1 | -6 | -1 | -2 | 1
Cc1ccc(CNC(=O)CSc2nnc3c(n2)[nH]c2ccc(F)cc23)cc1 | 1 | -2 | 11 | 3 | -9 | 4 | 3 | -2 | 0 | 0
CCOc1ccc(C(=O)Nc2cc(Cl)ccc2-n2cncn2)cc1OC | 3 | 2 | -10 | -6 | 1 | -6 | -3 | 0 | -1 | -7
CC(=O)[C@H]1CC[C@H]2[C@@H]3CC=C4C[C@@H](OS(=O)(=O)O)CC[C@]4(C)[C@H]3CC[C@]12C | 3 | 4 | 7 | -4 | 5 | -3 | 39* | 1 | 2 | -1
CN(C)CCNc1nc(-c2ccccc2)nnc1C(F)(F)F | 1 | -6 | 1 | 0 | 2 | -3 | 4 | 2 | -7 | 1
O=C(Cn1c(=O)oc2ccccc21)N1CCCCC1 | -7 | 3 | 0 | 4 | -1 | -3 | 2 | -1 | 2 | 1
COc1ccc(-c2nsc3c(N4CCCCC4)ncnc23)cc1 | 2 | 0 | -3 | 3 | -6 | -14 | 2 | 2 | -7 | 6
COC(=O)c1ccc(C2NC(=O)c3c(sc(C)c3C)N2)cc1 (stereo unspecified) | -4 | -5 | -5 | 1 | 3 | 6 | -3 | -1 | -2 | 1
Cc1cc(C)n(-c2ccc([N+](=O)[O-])cc2-c2nn[nH]n2)n1 | 2 | -8 | 0 | -19 | 6 | 1 | 0 | -1 | 11 | 5
O=C(Nc1ccc(F)cc1)C1CCN(S(=O)(=O)c2ccc3[nH]c(=O)oc3c2)CC1 | 1 | 13 | 0 | -3 | 4 | -1 | 16 | -2 | 19 | -2
COc1cccc(OCC(O)CN2CCN(CCO)CC2)c1 (stereo unspecified) | -3 | 7 | 0 | -4 | 2 | 3 | 0 | -1 | 6 | -4
Cc1ccc(Nc2ccc(C(N)=O)cc2[N+](=O)[O-])cc1 | -8 | 0 | 2 | 2 | 2 | -4 | 1 | -8 | -2 | -3
CNC(=O)CSc1nnc(-c2ccco2)n1-c1cc(C)ccc1C | -4 | -10 | 3 | 9 | -2 | 5 | -5 | -1 | -3 | -2
CSCC(=O)N1CCCC(N2CCN(c3cccc(C(F)(F)F)c3)CC2)C1 (stereo unspecified) | 7 | -1 | -2 | 7 | 3 | 8 | -10 | 0 | 5 | 0
Cc1cc(OCC(=O)NNC(=O)c2cccnc2)cc(C)c1Cl | -1 | 2 | 2 | -2 | 3 | -2 | -2 | -1 | -2 | -1

Brought forward from above: 2 compounds; new compounds follow.
SMILES | MBD2 inh | TCR-CD3 inh | SIAE primary | HTRA1 inh | NPR1 activator | NPR2 activator | rCAG binder | UHRF1 MBD2 ctr | mABHD4 FP | PRMT1 FP inh
CSCC(=O)N1CCCC(N2CCN(c3cccc(C(F)(F)F)c3)CC2)C1 (stereo unspecified) | 7 | -1 | -2 | 7 | 3 | 8 | -10 | 0 | 5 | 0
Cc1cc(OCC(=O)NNC(=O)c2cccnc2)cc(C)c1Cl | -1 | 2 | 2 | -2 | 3 | -2 | -2 | -1 | -2 | -1
O=C(NC1CCCCC1)c1cc(N2C(=O)CCC2=O)ccc1Cl | -4 | 3 | 2 | -4 | -2 | 1 | 1 | 1 | 5 | 1
Cc1cccc(OCCC(=O)OCC(=O)N2c3ccccc3NC(=O)C2(C)C)c1 | -3 | -1 | -5 | -8 | 5 | 2 | 1 | 0 | -12 | 0
CC(=O)c1cc(Cl)ccc1OC(=O)c1ccco1 | 0 | -10 | 0 | 2 | 1 | 3 | 8 | 16 | -7 | 0
Cc1ccc(C(=O)N2CCCC(C(=O)Nc3cccc(-c4ccc(F)cc4)c3)C2)cn1 (stereo unspecified) | 0 | 2 | -3 | -9 | -1 | 4 | 0 | 2 | -10 | -2
CC(=O)NC1=NN(C(C)=O)C(c2ccco2)S1 (stereo unspecified) | 0 | 4 | 1 | 21 | -9 | 1 | 0 | 3 | 0 | -1
O=c1[nH]n(-c2cccc3cccnc23)c(=O)c2ccccc12 | -4 | 6 | 2 | 8 | 3 | 2 | -3 | -5 | 1 | 7
CCCCNC(=S)N(Cc1c(C)noc1C)c1ccccc1 | 4 | -4 | -3 | 2 | -2 | -3 | -5 | 0 | 13 | 3
O=C(CNC(=O)c1cccs1)NC1=NCCS1 | 0 | -3 | -5 | 1 | 0 | 3 | -3 | 5 | -2 | 12
Cc1nn(C2CCS(=O)(=O)C2)c(Cl)c1/C=C/C(=O)OCC(N)=O (stereo unspecified) | 2 | -1 | -6 | 5 | -1 | -1 | -4 | 1 | 4 | 1
CCOc1ccc(-c2nnn(CC(=O)Nc3cc(OC)ccc3OC)n2)cc1OCC | -8 | 8 | -3 | -7 | -1 | 2 | 0 | 1 | -12 | -3
CN(C(=O)COC(=O)c1nc(Cl)ccc1Cl)C1CCS(=O)(=O)C1 (stereo unspecified) | 2 | 1 | -5 | -3 | 0 | 3 | 2 | -2 | -2 | 0
CCC(=O)N(Cc1cc(=O)[nH]c2ccccc12)c1ccc(C)cc1C | 3 | 3 | 1 | -7 | -13 | -5 | -8 | -3 | -5 | -3
Cc1cc(C(=O)N/N=C/c2sc(N3CCOCC3)nc2-c2ccccc2)c(C)o1 | 5 | -10 | 7 | 3 | 2 | -4 | 9 | -3 | 6 | 3
CC(=O)Nc1cccc(-c2csc(Nc3ncccn3)n2)c1 | -2 | 1 | 0 | / | -3 | -4 | 13 | -3 | -1 | -2
N#Cc1c(N)[nH]c(C(=O)c2ccccc2)c1-c1ccc(Br)cc1 | 1 | 2 | 1 | / | -8 | -6 | 11 | 0 | 10 | -1
Cc1ccc(S(=O)(=O)N2CCN(C(=O)COC(=O)c3ccc(Cl)nc3)CC2)c(C)c1 | -5 | 6 | 2 | -2 | 1 | -2 | 3 | 0 | -3 | -2
Cc1nc2c(C(=O)NCc3ccc(F)cc3)c[nH]n2c(=O)c1Cl | 2 | 7 | 1 | -8 | 3 | 7 | 46* | 0 | -26 | 3
COc1ccc(C2C(C(C)=O)=C(Nc3ccccc3)CC(C)(O)C2C(C)=O)cc1OC (stereo unspecified) | -6 | -12 | 13 | 7 | 0 | 1 | -3 | -6 | 12 | -1
COc1ccc(S(=O)(=O)NCc2cccnc2)cc1C(=O)NC1CCCCC1 | 10 | 5 | -11 | 5 | -1 | -3 | -6 | 4 | -14 | 7
O=C(OCc1ccco1)c1ccc(S(=O)(=O)N2CCCCC2)cc1 | 5 | -5 | 7 | 2 | 0 | 2 | -2 | 1 | -7 | -1
COc1ccc(C)cc1NCc1ccc(OC)c(C)c1OC | 4 | 6 | 4 | 7 | -18 | -10 | -4 | 1 | 10 | -2
CCN1CCc2c(sc(NC(=O)c3ccc(S(=O)(=O)N4CCCCCC4)cc3)c2C(=O)NC)C1 | 9 | -4 | 0 | -9 | 0 | 3 | -7 | 11 | -9 | 2
CC(=O)Nc1ccc(N/C(=N\S(=O)(=O)c2ccccc2)c2ccccc2)cc1 | 4 | -6 | -1 | 0 | -4 | 6 | -3 | 2 | 1 | -2
CCC(C(=O)n1cccc1C#N)c1ccccc1C (stereo unspecified) | 0 | 5 | 4 | 1 | -2 | 3 | -1 | -1 | 2 | 0
COC(=O)c1ccc(NC(=O)COc2ccc(S(=O)(=O)N3CCCCC3)cc2)cc1 | 2 | 4 | -4 | -4 | 4 | -2 | -2 | -1 | 3 | -1
Later entries
SMILES | MBD2 inh | TCR-CD3 inh | SIAE primary | HTRA1 inh | NPR1 activator | NPR2 activator | rCAG binder | UHRF1 MBD2 ctr | mABHD4 FP | PRMT1 FP inh
COC(=O)[C@H]1C[C@@H]1[C@H](NS(=O)(=O)c1ccccc1)c1ccccc1 | -2 | 5 | 7 | -4 | -2 | 2 | -4 | -4 | -7 | -2
Cn1nc(N2CCN(S(=O)(=O)c3ccccc3)CC2)c(=O)n(C)c1=O | -2 | 4 | 0 | -1 | -2 | -6 | 1 | 11 | 0 | -3
Cc1c(CCC(=O)NCC(=O)O)c(=O)oc2cc3occ(-c4ccccc4)c3cc12 | 2 | 1 | -3 | 7 | -8 | 0 | 21 | 2 | -6 | -2
Cc1cc(C)nc(N(C#N)Cc2cccc3ccccc23)n1 | 8 | -1 | 2 | -20 | -5 | -2 | -7 | 0 | -1 | -1
CCOC(=O)c1c(C)[nH]c(C)c1C(=O)CN1C(=O)NC2(CCC(C)CC2)C1=O (stereo unspecified) | 2 | 5 | 6 | 5 | 0 | 7 | -2 | 9 | -1 | -2
CC(=O)c1ccc(-c2ccc([C@H]3[C@H]4C=CC[C@@H](C)[C@@H]4C(=O)N3Cc3ccccc3)c(F)c2)cc1 | 1 | -5 | -5 | -79 | -2 | -2 | 7 | 6 | -9 | 2
CCc1ccc2[nH]c(=O)c(CN(Cc3ccccc3)Cc3nnnn3Cc3ccco3)cc2c1 | 2 | 4 | -14 | -53 | -4 | 3 | 9 | -6 | -5 | 13
Cc1cccc(-c2cccc(NC(=O)C3CCCN(C(=O)c4ocnc4C)C3)c2)c1 (stereo unspecified) | -5 | -1 | 3 | -20 | 2 | 4 | -4 | 4 | -6 | 3
Cc1ccc(C)c(N2N=C(C(=O)Nc3ccccc3N3CCCC3)CCC2=O)c1 | -3 | 12 | 0 | -3 | 3 | 6 | -5 | -1 | -6 | 1
NS(=O)(=O)c1cccc(NC(=O)CSc2nc3ccc(Cl)cc3[nH]2)c1 | -7 | 1 | -5 | -28 | -1 | -4 | 8 | -3 | -14 | -2
